Screening results: PubChem BioAssay, several laboratories
GPR55 activation = GPR55 agonists via beta-arrestin recruitment, primary screen, imaging, U2OS cells, beta-arrestin-GFP redistribution (AID 1961). one-dose activation, % at 10 µM; EC50 in µM for titrated hits. U2OS GPR55 beta-arrestin-GFP redistribution imaging; higher % means a stronger effect. G-protein coupled receptor 55 (Homo sapiens). hit rate 0.048% among 290,000;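 active = activation above 40% with more than 50 cells counted in the well; inconclusive = wells holding fewer than 50 cells, flagged as toxic or sparse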;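 also: U2OS osteosarcoma cells stably expressing GPR55 and beta-arrestin-GFP; plate controls were DMSO negative control for no effect and LPI positive control for full effect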
M17LAP inhibition = P. falciparum M17LAP inhibitors, primary screen, biochemical, fluorogenic H-Leu-NHMec substrate, 1536-well (AID 1619). Leucine aminopeptidase (Plasmodium falciparum (isolate 3D7)). recombinant M17LAP, H-Leu-NHMec fluorogenic kinetic assay; higher % means a stronger effect. one-dose inhibition, % at 30 µM; IC50 in µM for titrated hits. hit rate 0.38% among 220,000;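 active = compound inhibiting the enzyme by more than half at any dose during confirmatory dose-response retesting; inconclusive = strong single-dose inhibitors picked by rank but not retested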;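 also: plate controls were full reaction with DMSO carrier for no effect and no enzyme background for full effect; strong numbers were not always called active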
AID2073 = inhibitors of Mint1-CaV2.2 protein interaction, biochemical, HTRF (AID 2073) | inhibition, % at 20 µM; hits with a dose series show IC50 in µM | Voltage-dependent N-type calcium channel subunit alpha-1B (Homo sapiens) | hit rate 0.19% among 290,000 | HTRF protein-protein interaction, Mint1-CaV2.2; higher % means a stronger effect; in the data active = inhibition mostly above about 51%, no sharp cut-off; inconclusive = no clear call, values can overlap the other calls; inactive = mostly below about 53%; also: some results filed as inactive read as strong as hits
NOD1 NF-kB reporter = NOD1 signaling inhibitors, primary screen, cell-based, luminescence, uHTS (AID 1578); NOD1-driven NF-kB luciferase reporter cells, luminescence; higher % means a stronger effect; inhibition, % at 4 µM, or EC50 in µM where a hit was titrated; hit rate 1% among 290,000; in the data active = inhibition mostly above about 36%, no sharp cut-off; inactive = mostly below about 34%;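 also: HEK-293T reporter cells stimulated with the NOD1 agonist gamma-tri-DAP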
M1AAP inhibition = P. falciparum M1AAP inhibitors, biochemical, fluorogenic H-Leu-NHMec substrate, 1536-well (AID 1445); Aminopeptidase N (Plasmodium falciparum (isolate 3D7)); recombinant M1AAP, H-Leu-NHMec fluorogenic kinetic assay; higher % means a stronger effect; one-dose inhibition, % at 30 µM; IC50 in µM for titrated hits; hit rate 0.42% among 220,000;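 active = primary inhibition above the hit cutoff, then over 50% inhibition at one or more dose response concentrations, cut at about 23% in these data, passing the limit was not always enough; inconclusive = conflicting primary data, or primary hits not chosen for dose response; inactive = low primary inhibition, or under 50% at every dose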;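 also: plate controls were DMSO full reaction for no effect and no enzyme background for full effect; strong numbers were not always called active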
KOR beta-arrestin-1 = KOR agonists, beta-arrestin recruitment, primary screen, cell-based, luminescence, uHTS (AID 1777). activation, % at 10 µM; hits with a dose series show EC50 in µM. KOR beta-arrestin recruitment, luminescence; higher % means a stronger effect. Kappa-type opioid receptor (Homo sapiens). hit rate 0.02% among 280,000; in the data active = activation above about 50%, passing the limit was not always enough; also: a part of the inactive calls stands beside numbers as strong as those of hits
Dynein transport = inhibitors of GR-EGFP nuclear translocation, primary screen, dynein cargo transport inhibitor project, imaging, high-content, 3617.4 mouse cells. test concentration mostly 20 µM; stimulated with dexamethasone, 1 µM; active compounds read low. z-score, hits read low. hit rate 0.47% among 220,000. AID 1381, 2008;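 active = plate z-score of nuclear minus cytoplasmic receptor signal below a set negative limit, without overly bright fluorescence or cell loss, cut at about -3.5 in these data, passing the limit was not always enough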;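 also: z-score of nuclear minus cytoplasmic ring GR-EGFP intensity difference per well; some compounds called inactive have numbers as strong as hits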
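Also added: dexamethasone, 1.0 µM final. Medium: tet-free, stripped-serum medium. Detection: fixed, Hoechst-stained cells imaged at 10x for EGFP. Read-out: nuclear-to-cytoplasmic GR-EGFP distribution per well. Times: induction 48 h, compound 1 h, agonist 30 min.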
KOR beta-arrestin-2 = KOR antagonists, beta-arrestin recruitment, cell-based, luminescence, uHTS (AID 1778) | inhibition, % at 10 µM; hits with a dose series show IC50 in µM | Kappa-type opioid receptor (Homo sapiens) | KOR beta-arrestin recruitment, luminescence, antagonist mode; higher % means a stronger effect | hit rate 0.091% among 290,000; also: strong numbers were not always called active
NOD2 inhibition = NOD2 signaling inhibitors, cell-based, luminescence, uHTS, HEK293 (AID 1566). HEK293 NOD2/NF-kB luciferase reporter, luminescence; higher % means a stronger effect. inhibition, % at 4 µM, or EC50 in µM where a hit was titrated. hit rate 0.63% among 290,000; also: many of its hits are not listed in these tables
Dynein transport cytoplasmic EGFP = further read-out of Dynein transport, marked with its call; z-score; measured here: cytoplasmic GR-EGFP intensity; active compounds read high
Dynein transport nuclear GR-EGFP = second read-out of Dynein transport, no call of its own (marks repeat the call); z-score; measured here: nuclear GR-EGFP intensity;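 lower value marks the stronger effect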
Dynein transport cell count = also measured in Dynein transport; calls as there; z-score; measured here: cell count per field
The depositor's hits bear a star; u = inconclusive; x = not tested or not shown; [ ] = dose if it differs, or a comment. Rule as the data show it, unless noted: active = inhibition above about 50%; inactive = the rest.

smiles,GPR55 activation,M17LAP inhibition,AID2073,NOD1 NF-kB reporter,M1AAP inhibition,KOR beta-arrestin-1,Dynein transport,Dynein transport cytoplasmic EGFP,Dynein transport nuclear GR-EGFP,Dynein transport cell count,KOR beta-arrestin-2,NOD2 inhibition
COc1cc(CNc2ccc(N3CCCC3)cc2)ccc1OCc1ccccc1,-0.1%,-7.5%,-4.1%,-41.7%,16.1%,-2.1%,-0.341,-0.24,-0.174,0.27,19.6%,-20.4%
Cc1cc(C(=O)NN)c2cc(Br)ccc2n1,-0.2%,13.1%,-5.0%,8.7%,9.5%,-8.2%,-0.166,-0.246,-0.124,0.264,27.1%,-3.5%
Cc1ccc([N+](=O)[O-])cc1N/C=C1\CCc2ccccc2C1=O,-0.1%,0.1%,-43.0%,-47.0%,12.1%,2.3%,-0.327,0.278,-0.321,0.427,-60.6%,-76.8%
COc1ccc(CCNC(=O)CSc2ccc(Br)cc2)cc1OC,-0.8%,-1.1%,-3.0%,-17.8%,5.5%,-2.1%,-0.996,-0.213,-0.56,0.651,-53.6%,-0.6%
Cc1ccc(S(=O)(=O)N(C)C)cc1NC(=O)CSc1ncn[nH]1,-0.1%,x,3.2%,-14.8%,x,-0.3%,x,x,x,x,-10.5%,5.3%
C=CCn1c(=O)c(C(=O)Nc2ccccc2O)c(O)c2ccccc21,-0.1%,15.9%,7.1%,7.0%,0.7%,-1.0%,-1.34,-0.218,-1.23,0.512,-20.0%,6.3%
O=S(=O)([N-]c1nc2ccccc2nc1-n1cc[n+](Cc2ccccc2)c1)c1ccc(Br)cc1,-0.2%,-3.7%,20.7%,-1.4%,5.7%,x,-1.43,0.0202,-0.355,1.98,-12.3%,-16.8%
COc1cc(OC)c(OC)cc1/C=N/Nc1nc2ccccc2[nH]1,-0.1%,-5.7%,-6.3%,-8.3%,15.8%,-0.3%,0.114,-0.21,0.00669,-0.463,8.2%,3.6%
COc1cc(/C=C(\C#N)c2ccccn2)ccc1OCc1ccccc1Cl,0.3%,-5.7%,8.0%,-20.4%,3.4%,0.7%,-0.138,-0.133,-0.276,0.00792,1.0%,9.6%
COCCn1c(=O)c2c(nc3n2CC(C)CN3CCc2ccccc2)n(C)c1=O (centres undefined),-0.1%,x,-8.6%,8.6%,x,-0.6%,x,x,x,x,-26.6%,26.6%
CCOC(=O)c1nccnc1C(=O)Nc1cccc(C(F)(F)F)c1,0.6%,1.8%,14.2%,-26.4%,3.4%,-1.7%,0.515,-0.337,0.192,-1.24,-13.9%,-13.2%
COC(=O)c1cccc(NC(=O)CN2C(=O)c3ccccc3C2=O)c1,0.1%,x,-2.0%,-29.7%,x,-2.8%,x,x,x,x,-17.5%[20 µM],13.9%
O=C(NCCc1ccccc1)c1ccc(=O)oc1,0.3%,44.2%,-0.6%,-11.5%,2.6%,-8.5%,-0.013,-0.079,-0.0591,0.188,32.8%,6.0%
CCn1c(=O)n(CC)c2cc(N3CCCC3)c(NC(=O)c3ccc(F)cc3)cc21,-0.1%,x,-5.2%,-7.7%,x,3.4%,x,x,x,x,-34.1%,2.5%
O=C(N/N=C/c1ccco1)c1cc(-c2cccs2)[nH]n1,-0.2%,22.3%,13.5%,-29.5%,2.3%,1.6%,0.31,-0.291,-0.0134,0.188,16.5%,13.3%
Nc1nc(N2CCCCC2)c(C=O)c(N2CCCCC2)n1,-0.3%,3.6%,4.2%,-13.0%,3.1%,0.2%,-0.135,0.136,-0.0325,-0.435,5.8%,12.9%
CCOC(=O)c1nc(NCc2ccccc2)sc1C,-0.1%,x,-20.0%,-12.1%,x,-2.3%,x,x,x,x,-7.3%,-23.6%
CC(C)CCNC(=O)C(c1ccc(O)cc1)N(C(=O)C1COc2ccccc2O1)c1cccc(O)c1 (centres undefined),0.1%,3.2%,7.7%,-16.4%,-0.5%,x,-0.861,-0.271,-0.139,1.01,-29.3%[20 µM],8.4%
CC1CC(C)CN(CC(=O)Nc2ccc(S(N)(=O)=O)cc2)C1 (centres undefined),-0.1%,0.8%,5.8%,-4.0%,0.0%,-2.5%,0.846,-0.237,0.719,-0.353,26.7%,14.9%
CCn1c(SCC(=O)Nc2ccc(OC)c(OC)c2)nnc1-c1cnccn1,-0.1%,x,6.8%,-1.9%,x,-2.5%,x,x,x,x,0.3%,10.7%
Cc1cc(C)cc(N2CC(C(=O)NC3CCCCC3)CC2=O)c1 (centres undefined),-0.1%,x,7.3%,-20.0%,x,4.3%,x,x,x,x,-36.9%,-0.8%
N#Cc1c(NC(=O)c2ccco2)sc2c1CCC2,0.0%,x,-1.2%,-57.4%,x,2.3%,x,x,x,x,-11.2%,-34.3%
Cc1c(NC(=O)c2c(N)n(-c3ccccc3)c3nc4ccccc4nc23)c(=O)n(-c2ccccc2)n1C,-0.1%,-14.0%,4.5%,-11.4%,5.9%,0.1%,-0.758,-0.217,-0.585,0.066,-15.5%,6.5%
C=CCn1c(SCC(=O)Nc2ccccc2CC)nnc1-c1ccncc1,-0.1%,-6.2%,-0.3%,10.6%,2.5%,-5.9%,0.0228,-0.241,0.0844,0.348,5.0%,14.2%
O=C(Nc1cc([N+](=O)[O-])ccc1O)c1ccc2c(c1)C(=O)N(Cc1ccco1)C2=O,0.0%,x,10.3%,-37.9%,x,2.3%,x,x,x,x,-32.4%,-5.9%
CCOC(=O)N1CCC(N2C(=O)c3ccccc3C2Nc2ccc(C)cc2)CC1 (centres undefined),-0.1%,1.6%,-1.4%,-5.8%,2.8%,3.8%,-0.756,-0.253,-0.435,0.678,8.7%,1.6%
CCOC(=O)c1cc(C)n(CCCN2CCOCC2)c1C,-0.1%,-2.1%,-2.9%,-13.3%,-5.6%,3.1%,3.85,0.332,1.87,-1.32,-19.1%,-18.4%
O=C(COCc1cc(-c2ccc3c(c2)OCO3)on1)Nc1cccnc1,-0.2%,x,4.9%,-48.1%,x,5.0%,x,x,x,x,-20.5%,-8.1%
CN(C)C(=O)CSc1nnc(Cc2ccccc2)n1Cc1ccco1,0.0%,10.3%,10.3%,-13.3%,7.6%,-4.6%,-1.45,-0.235,-0.712,0.34,15.9%,8.6%
O=C(Cc1ccccc1)Nc1ccccc1C(=O)O,-0.1%,-4.2%,-3.7%,11.7%,8.6%,-4.8%,0.0536,-0.212,0.193,0.657,-47.7%,-3.2%
Fc1ccc(Nc2nc(-c3ccncc3)cs2)cc1,-0.2%,25.1%,-4.9%,-45.7%,-0.1%,1.7%,-0.282,-0.113,0.0775,0.853,-16.8%,-25.7%
Cc1ccc(C(=O)NCC(=O)OCC(=O)c2cc(C)n(Cc3ccco3)c2C)cc1,0.6%,10.3%,3.5%,-5.5%,2.3%,-4.0%,1.04,-0.349,0.594,0.581,-30.7%,14.3%
Cc1ccccc1C1C(C#N)=C2N=C(N)c3c(sc4c3CCCCC4)N2C2=C1C(=O)CC(C)(C)C2 (centres undefined),-0.1%,3.0%,-25.7%,8.3%,9.4%,1.7%,-0.61,0.228,0.0856,0.702,6.6%,22.2%
O=C1CNC(=S)N1CCc1ccc(O)c(O)c1,-0.1%,10.3%,-20.3%,14.0%,5.9%,-1.3%,-0.249,-0.27,0.297,0.129,x,-11.0%
COCCn1c(CN2CCN(c3cccc(Cl)c3)CC2)nc2c1c(=O)n(C)c(=O)n2C,-0.2%,0.3%,-3.5%,28.8%,10.2%,-5.7%,0.274,-0.18,0.157,-0.148,-4.2%,22.3%
COCCCN1C(=O)C(O)=C(C(=O)c2ccco2)C1c1ccccc1 (centres undefined),-0.1%,-0.3%,-0.1%,-22.8%,5.3%,2.5%,-0.73,-0.198,0.334,0.791,-0.4%,-9.7%
CCc1ccccc1NC(=O)CC1CS(=O)(=O)CC1CC(=O)Nc1ccccc1CC (centres undefined),0.2%,-9.5%,u,-23.4%,-0.8%,-3.1%,-0.248,-0.224,-0.0662,0.296,-8.5%,10.9%
CC1CCN(Cc2ccc(-c3nnn(CC(=O)NC4CCCCC4)n3)cc2)CC1,0.2%,1.6%,-7.5%,-13.7%,-3.3%,-1.5%,-0.975,-0.238,-0.372,0.832,-26.3%,7.2%
Cc1ccc(C(=O)O)cc1N1CCCC1=O,0.3%,-7.8%,10.4%,9.4%,0.4%,0.1%,-0.358,-0.307,0.253,0.476,-18.0%,-2.6%
CC(=O)c1cccc(NC(=O)N2C3CCC2CC(NC(=O)C2CC2)C3)c1 (centres undefined),-0.1%,x,-4.5%,-13.1%,x,x,0.0374,-0.229,0.53,-0.42,13.2%[20 µM],1.0%

Only part of the results is shown. The share of hits here may be higher or lower than overall.
